Assay outcomes as filed in PubChem.
Pin1 inhibitor = blocks the human prolyl isomerase Pin1. Q13526. Pin1 FP peptide displacement, HiFluor488, 10 min. Potency, µM (doses to about 115 µM), for inactives: at the top dose activity, negative = inhibition, usual class: inhibitors. 390,000 compounds, 0.009% hits. AID 504891; active = well fitted inhibition curve with a large enough effect in the polarisation, with a control signal flat, not every such curve was filed as active; inconclusive = small, poorly fitted or top-dose-only effect, or effect the other way, or a change in a side signal; inactive = no such curve, though single readings can be large or run the other way; the % refers to the polarisation; note: potency is the fitted concentration of half-maximal effect; % is set by controls: 0 for no effect and ±100 for the full control effect
Target sequence (Q13526 whole entry, looked up): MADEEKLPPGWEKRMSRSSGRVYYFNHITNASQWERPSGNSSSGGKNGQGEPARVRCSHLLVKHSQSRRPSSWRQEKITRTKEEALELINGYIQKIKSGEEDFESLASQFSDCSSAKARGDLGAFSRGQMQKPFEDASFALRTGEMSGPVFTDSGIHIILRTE
JMJD2A Tudor = JMJD2A Tudor domain (human) inhibition; O75164; AlphaScreen JMJD2A-Tudor / H3K4me3 peptide binding; Potency, µM (titrated, usually from 114 µM), for inactives: top-dose activity change, negative = inhibition, hits mostly inhibitors; 390,000 compounds, 4.4% hits; note: potency is the fitted concentration of half-maximal effect; % is set by controls: 0 for no effect and ±100 for the full control effect; nearly all actives have a fitted effect of over 50% in size
GLS inh = glutaminase GLS (human) inhibition; O94925; GLS enzymatic activity, qHTS titration; Potency, µM (doses to about 45.5 µM), inactives show at the top dose activity change, negative = inhibition, usual class: inhibitors; 410,000 compounds, 0.21% hits; AID 624170; note: potency is the fitted concentration of half-maximal effect; % is set by controls: 0 for no effect and ±100 for the full control effect
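Enzyme dispensed in phosphate buffer (45 mM, pH 8.2, 0.02% Tween-20), compounds pinned in, then 1 mM L-glutamine solution and the glutamate oxidase–HRP–Amplex Red mix added; fluorescence read immediately and again after 30 min at room temperature.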
PI4K2A inh = PI4K2A (human) kinase inhibition | Q9BTU6 | purified PI4K2A, ADP-Glo luminescence, 1 h; active compounds read low | activity change, negative = inhibition, % at 76.9 µM | 420,000 compounds, 0.13% hits | AID 1346378; in the data active = activity change below about -50%; inconclusive = mostly about -30% to -49%;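 note: -100% = wells without enzyme as full effect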
Target sequence (Q9BTU6 whole entry, looked up): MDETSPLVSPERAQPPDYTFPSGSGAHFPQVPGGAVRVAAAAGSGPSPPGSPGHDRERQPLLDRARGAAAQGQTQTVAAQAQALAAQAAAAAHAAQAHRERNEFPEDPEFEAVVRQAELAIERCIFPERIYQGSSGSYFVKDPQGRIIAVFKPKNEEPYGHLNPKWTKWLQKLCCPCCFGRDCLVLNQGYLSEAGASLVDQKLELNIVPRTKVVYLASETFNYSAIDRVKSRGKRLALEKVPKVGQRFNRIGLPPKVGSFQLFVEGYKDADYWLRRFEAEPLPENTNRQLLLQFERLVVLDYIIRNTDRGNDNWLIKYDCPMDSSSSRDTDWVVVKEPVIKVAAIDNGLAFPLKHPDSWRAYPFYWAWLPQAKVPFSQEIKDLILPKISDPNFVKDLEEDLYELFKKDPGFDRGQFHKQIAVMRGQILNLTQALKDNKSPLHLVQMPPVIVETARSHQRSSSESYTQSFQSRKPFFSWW
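ADP-Glo luminescence measured ADP generated by PI4K2A enzyme (4 ug/mL before mixing) with 1.2 mM PI substrate (pre-mix) and 300 microM ATP (pre-mix). Tris pH7.5 buffer with MgCl2, Triton X-100; 1 h reaction at ambient temperature.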
HP1b binding inh = inhibitors of HP1-beta chromodomain binding to methylated histone tails; AlphaScreen HP1-beta / biotin-H3K9me3 peptide binding; Potency, µM (highest dose often 114 µM), without a hit: at the highest dose activity change, negative = inhibition, most hits filed as inhibitors; 390,000 compounds, 0.56% hits; note: potency is the fitted concentration of half-maximal effect; nearly all actives have a fitted effect of over 70% in size; inactives centre near 23
Target sequence (P83916 whole entry, looked up): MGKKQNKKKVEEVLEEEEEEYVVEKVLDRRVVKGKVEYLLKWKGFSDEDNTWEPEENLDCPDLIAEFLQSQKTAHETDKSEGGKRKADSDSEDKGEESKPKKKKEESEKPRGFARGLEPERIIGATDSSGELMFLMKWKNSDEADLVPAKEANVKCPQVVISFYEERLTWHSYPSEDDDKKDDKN
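AlphaScreen: HP1-beta (50 nM) preformed 30 min with biotin-H3(1-18)K9me3 peptide (50 nM) in PBS pH 7.4, 0.01% Tween-20. Compound added for 30 min at RT, then streptavidin donor/nickel chelate acceptor beads (10 ug/mL) for 30 min.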
Tb PGK inh = T. brucei PGK inhibition; P07378; PGK/GAPDH coupled, Kinase-Glo luminescence, 60 min; Potency, µM (series often up to 57.5 µM), for the others: top-dose activity change, negative = inhibition, hits mostly inhibitors; 380,000 compounds, 0.043% hits; AID 602233; note: potency is the fitted concentration of half-maximal effect; % is set by controls: 0 for no effect and ±100 for the full control effect; nearly all actives have a fitted effect of over 60% in size
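Recombinant glycosomal PGK reaction used 1,3-bisphosphoglycerate generated in-well by GAPDH (100nM final) in 100mM TEA pH 7.6, 5mM MgCl2, 0.01% Tween-20. After 60 minutes at room temperature, ATP was read by Kinase-Glo Plus luminescence end-point.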
G9a inh = blocks human histone lysine methyltransferase G9a. Q96KQ7. G9a H3K9 monomethylation, AlphaScreen, 2 h. Potency, µM (highest dose often 102 µM), without a hit: at the highest dose activity, negative = inhibition, usual class: inhibitors. 350,000 compounds, 8.8% hits. AID 504332; note: potency is the fitted concentration of half-maximal effect; % is set by controls: 0 for no effect and ±100 for the full control effect; nearly all actives have a fitted effect of over 75% in size
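AlphaScreen read-out: biotin-H3K9 peptide (500 nM) methylation by 20 nM enzyme with 20 uM SAM, 2 h at room temperature after 15 min compound preincubation; anti-monomethyl H3K9 antibody plus donor/acceptor beads, 10 min dark.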
ERG Ets-DNA blk = ERG Ets/DNA interaction inhibition; Potency, µM (highest dose often 76.9 µM), for the others: at the highest dose FP activity, negative = inhibition, usual class: inhibitors; P11308; 370,000 compounds, 0.028% hits; fluorescence polarization, His-ERG Ets domain / labelled DNA; active = well fitted inhibition curve with a large enough effect in the polarisation, with a control signal flat; inconclusive = small, poorly fitted or top-dose-only effect, or effect the other way, or a change in a side signal; inactive = no such curve, though single readings can be large or run the other way; the % refers to the polarisation;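 note: polarization taken with two DNA probes labelled with fluorescein and Texas red; potency is the fitted concentration of half-maximal effect; % of control where 0% means no effect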
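His-tagged ERG Ets domain (1 uM in the protein solution; 300mM KCl, 50mM Tris-HCl, 1mM EDTA, 1mM DTT, pH 7.5) received compound, then a probe mix of 5 nM fluorescein-DNA and 100nM Texas-615-DNA. Fluorescence polarization was read for both dyes.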
BAZ2B inh = blocks human BAZ2B | AlphaScreen BAZ2B-H3K14Ac peptide displacement | AID 504333 | Potency, µM (top dose mostly 114 µM), for the others: at the top dose activity change, negative = inhibition, hits mostly inhibitors | Q9UIF8 | 360,000 compounds, 4.4% hits; note: potency is the fitted concentration of half-maximal effect; % is set by controls: 0 for no effect and ±100 for the full control effect; nearly all actives have a fitted effect of over 60% in size
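Inhibition is scored as reduced AlphaScreen emission. The BAZ2B/b-H3(5-23)K14Ac complex (50 nM each) in PBS pH 7.4, 0.01% Tween-20 meets compound (up to 110 uM) for 30 min at RT before bead addition.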
Starred values were filed as active, the others as inactive; i = inactive; ? = inconclusive; nt = no result given; [ ] = dose if it differs, or a comment. Unless noted, calls come from the whole dose curve; as a rule, active = well fitted curve in the direction sought with a large enough effect; inconclusive = small, poorly fitted or top-dose-only effect, or another doubt; inactive = no such curve, though single readings can be large; an effect the other way counts as inactive or inconclusive.

Values run as follows: Pin1 inhibitor	JMJD2A Tudor	GLS inh	PI4K2A inh	HP1b binding inh	Tb PGK inh	G9a inh	ERG Ets-DNA blk	BAZ2B inh
CCN1CCN(Cc2ccc(NC(=O)c3cc(NC(=O)c4cnn(-c5ccccc5)c4N)cc(OC)c3)cc2C(F)(F)F)CC1
    5%	?	-11%	0	-17%	-6%	?	5%	?
Cc1cc(C)n(CC(C)NCc2c(C(=O)N3CCOCC3)nc3c(C)cccn23)n1 (centres undefined)
    -5%	-1%	-2%	-1	70%[activator]	2%	-16%[59 µM]	-4%	-3%
O=C(NCc1ccco1)c1ccc(COc2ccccc2Cl)cc1
    3%	56µM*	11%	3	-24%	4%	?	-9%	-3%
COc1cc(SC)ccc1C(=O)N(C)CC(=O)Nc1cccc2ccccc12
    4%	-10%	-8%	-3	18%	-8%	-4%[12.7 µM]	-2%	11%
Cc1cccc(-c2nc(SCC(=O)NCc3ccco3)c3c(=O)n(C)c(=O)n(C)c3n2)c1
    -4%	5%	3%	2	30%[57 µM]	-8%	-34%[59 µM]	-4%	1%
Cc1ccccc1C(=O)NC(CC(C)C)C(=O)Nc1ccc(F)c([N+](=O)[O-])c1 (centres undefined)
    0%	-6%	1%	-3	12%	-5%	-3%[59 µM]	-1%	-2%
COc1ccc(NC(=O)C23CC4CC(C2)CC(n2cnc(Br)n2)(C4)C3)cc1OC
    -1%	-10%	-1%	-2	15%	-8%	22%[59 µM]	-7%	7%
COc1ccc(CCNc2ncccc2C#N)cc1OC
    -2%	-6%	-20%	1	27%	-9%	14%	-12%	8%
Cc1occc1C(=O)N1CCC2(CCCN(Cc3ccc(F)c(F)c3)C2)C1 (centres undefined)
    1%	-28%	4%	3	-10%	-3%	14%	-6%	-26%
CC(C)(C)OC(=O)NNC(=O)NC12CC3CC(CC(C3)C1)C2
    1%	-5%	2%	4	29%	-3%	-5%	4%	13%
FC(F)(F)c1cc(N2CCNCC2)c2ccccc2n1
    5%	11%	4%	-3	16%	-4%	nt	-3%	-4%
CNCCCOc1cccc(Oc2ccccc2)c1
    -8%	1.6µM*	-26%	0	8%	-4%	nt	13%	50µM*
COCCCNC(=S)N1CCN(c2ccccc2)CC1
    -12%	-21%	1%	-4	21%	i	?	2%	-16%
CS(=O)(=O)c1ccc2nc(NC(=O)c3cccs3)sc2c1
    -3%	2%	5%	-24	24%	-18%	?	-5%	5%
N#Cc1cnn2ccc(-c3ccc4c(c3)CCC4)nc12
    16%	13%	4%	1	68%[activator]	7%	29%	7%	15%
CCOC(=O)N1CCN(C(=O)Cn2ccc3ccccc3c2=O)CC1
    -6%	7%	2%	-1	50%[activator]	0%	3%[12.7 µM]	5%	-5%
COc1ccc2[nH]c3c(Cl)ncnc3c2c1
    -4%	-7%	5%	-4	24%	-7%	-11%	-5%	8%
CC(=O)OCc1cc2cc(C)ccc2[nH]c1=O
    0%	11%	-3%	2	38%	1%	15%	8%	10%
COc1cc(C(=O)NCC(=O)NC(C)CCc2ccccc2)cc(OC)c1OC (centres undefined)
    2%	-8%	11%	0	29%	-3%	12%	15%	-17%
C[C@@H](CSc1ccc(Br)cc1)CN1CC[C@H](NC(=O)OCc2ccccc2)CCC1=O
    47%[activator]	-25%	0%	1	32%	8%	nt	-1%	nt
COC(=O)c1cccc(NC2=NS(=O)(=O)c3ccccc32)c1
    -6%	5%	2%	-2	38%	-4%	1%[59 µM]	-3%	7%
CCc1nnc(NC(=O)C2CC(=O)N(C3CCCCC3)C2)s1 (centres undefined)
    -8%	-4%	-15%	-1	30%	i	16%	6%	3%
CN(CC(=O)Nc1ccc(F)cc1)C(=O)COC(=O)COc1ccc(C#N)cc1
    -2%	-12%	5%	7	22%	i	22%[2.33 µM]	11%	-4%

In a second layout: entries from further up
Pin1 inhibitor	JMJD2A Tudor	GLS inh	PI4K2A inh	HP1b binding inh	Tb PGK inh	G9a inh	ERG Ets-DNA blk	BAZ2B inh	Structure
5%	?	-11%	0	-17%	-6%	?	5%	?	CCN1CCN(Cc2ccc(NC(=O)c3cc(NC(=O)c4cnn(-c5ccccc5)c4N)cc(OC)c3)cc2C(F)(F)F)CC1
-5%	-1%	-2%	-1	70%[activator]	2%	-16%[59 µM]	-4%	-3%	Cc1cc(C)n(CC(C)NCc2c(C(=O)N3CCOCC3)nc3c(C)cccn23)n1 (centres undefined)
3%	56µM*	11%	3	-24%	4%	?	-9%	-3%	O=C(NCc1ccco1)c1ccc(COc2ccccc2Cl)cc1
4%	-10%	-8%	-3	18%	-8%	-4%[12.7 µM]	-2%	11%	COc1cc(SC)ccc1C(=O)N(C)CC(=O)Nc1cccc2ccccc12
-4%	5%	3%	2	30%[57 µM]	-8%	-34%[59 µM]	-4%	1%	Cc1cccc(-c2nc(SCC(=O)NCc3ccco3)c3c(=O)n(C)c(=O)n(C)c3n2)c1
0%	-6%	1%	-3	12%	-5%	-3%[59 µM]	-1%	-2%	Cc1ccccc1C(=O)NC(CC(C)C)C(=O)Nc1ccc(F)c([N+](=O)[O-])c1 (centres undefined)
-1%	-10%	-1%	-2	15%	-8%	22%[59 µM]	-7%	7%	COc1ccc(NC(=O)C23CC4CC(C2)CC(n2cnc(Br)n2)(C4)C3)cc1OC
-2%	-6%	-20%	1	27%	-9%	14%	-12%	8%	COc1ccc(CCNc2ncccc2C#N)cc1OC
1%	-28%	4%	3	-10%	-3%	14%	-6%	-26%	Cc1occc1C(=O)N1CCC2(CCCN(Cc3ccc(F)c(F)c3)C2)C1 (centres undefined)
1%	-5%	2%	4	29%	-3%	-5%	4%	13%	CC(C)(C)OC(=O)NNC(=O)NC12CC3CC(CC(C3)C1)C2
5%	11%	4%	-3	16%	-4%	nt	-3%	-4%	FC(F)(F)c1cc(N2CCNCC2)c2ccccc2n1
-8%	1.6µM*	-26%	0	8%	-4%	nt	13%	50µM*	CNCCCOc1cccc(Oc2ccccc2)c1
-12%	-21%	1%	-4	21%	i	?	2%	-16%	COCCCNC(=S)N1CCN(c2ccccc2)CC1
-3%	2%	5%	-24	24%	-18%	?	-5%	5%	CS(=O)(=O)c1ccc2nc(NC(=O)c3cccs3)sc2c1
